# Screening results as filed in PubChem BioAssay.
# KCNK3 block = human KCNK3 channel inhibition, primary screen. B-score at 10 µM. hit rate 0.84% among 340,000. CHO-KCNK3 thallium flux, FluxOR fluorescence; stronger effect = lower value;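 active = B-score under library mean minus 4 SD, starting fluorescence ratio at most library mean plus 5 SD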;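 note: more negative B-score means stronger inhibition of thallium flux through KCNK3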
# Target sequence (O14649 whole entry, looked up): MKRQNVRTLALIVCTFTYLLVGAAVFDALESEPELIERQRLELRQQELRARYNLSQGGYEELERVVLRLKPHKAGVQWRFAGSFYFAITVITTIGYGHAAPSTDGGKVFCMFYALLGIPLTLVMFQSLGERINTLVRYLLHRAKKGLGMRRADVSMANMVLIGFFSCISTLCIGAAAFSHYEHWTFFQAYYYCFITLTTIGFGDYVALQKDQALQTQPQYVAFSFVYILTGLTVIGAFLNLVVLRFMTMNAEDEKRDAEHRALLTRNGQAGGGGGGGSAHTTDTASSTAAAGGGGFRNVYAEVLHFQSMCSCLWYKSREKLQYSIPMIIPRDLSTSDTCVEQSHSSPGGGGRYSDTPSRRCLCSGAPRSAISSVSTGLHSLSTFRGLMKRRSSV
# ANO1 activ = mouse TMEM16A channel activation, primary screen; HEK293 TMEM16A/YFP-H148Q/I152L, iodide quench fluorescence; stronger effect = lower value; B-score at 10 µM; hit rate 0.3% among 340,000;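 active = fluorescence-ratio B-score plate-corrected deviation score at least 3 library SD below zero, with starting fluorescence score within 5 deviations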;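 note: channel opened by trigger with iodide after compound preincubation; score built on the fluorescence ratio of max minus min over baseline; more negative score means more quench and so TMEM16A activation or potentiation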
# DYRK1A inh = inhibitors of rat Dyrk1A kinase; Q63470; ADP-Glo luminescence, NFATc1 peptide; inhibition, % at 12.5 µM; hit rate 0.43% among 310,000; AID 504441; in the data active = inhibition above about 50%;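 note: plate controls were vehicle with enzyme for no effect and no enzyme for full effect; many of its hits are not listed in these tables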
# The depositor's hits bear a star; i = inactive. This is a subset (hit frequency here may not be typical).
SMILES,KCNK3 block,ANO1 activ,DYRK1A inh
Cc1noc(C)c1COc1ccc(C(=O)NCC(c2c(F)cccc2Cl)N(C)C)cc1 (stereo not given),i,i,5.3
ON(CCc1ccncc1)Cc1ccccc1,i,i,1.7
NC(=O)C1CCN(C(=O)c2cc(S(=O)(=O)N3CCN(c4ccccc4)CC3)ccc2Cl)CC1,i,i,8.5
N/C(=N\N=Cc1ccc2c(c1)OCO2)NN=Cc1ccc2c(c1)OCO2,i,i,3.6
O=S1(=O)N[C@@H](CC2CCCCC2)COc2cc(Br)ccc21,i,i,-0.3
O=C(NCc1ccc(Cl)cc1)C1CCN(C(=O)c2ccc(Cl)cc2)CC1,i,i,9.6
COc1ccc(CCNC(=O)c2ccccc2NC(=O)CN2CCN(c3ccccc3O)CC2)cc1,i,i,-1.4
O=C1[C@H](Cc2ccccc2)NCCCC[C@H](c2ccc(Cl)cc2)N1Cc1ccc(Cl)cc1,i,i,-26.7
CC(C)c1nc2oc3c(N4CCNCC4)ncnc3c2c2c1CCC2,i,i,3.2
Cc1ccc(NC(=O)C(c2ccc(Cl)cc2)N2CCCCC2)cc1 (stereo not given),i,i,-2.1
C=C1C(=O)OC2C=C(CO)CCC=C(CO)CC(OC(=O)C(C)C)C12 (stereo not given),i,i,2.1
CCOC(=O)C(C#N)=CN1CCNc2ccccc21,i,i,-3.1
Cc1ccc(NC(=O)COC(=O)c2oc3ccccc3c2C)cc1S(=O)(=O)N1CCOCC1,i,i,3.6
CCc1ccccc1OCC(=O)Nc1ccc(N2CCCC2)cc1C,i,i,0.2
C=CCOc1ccc(/C=C/C(=O)OCC(=O)NCc2cccc(OC)c2)cc1,i,i,1.8
O=C(O)C1C2CCCCC2=C2CCCCC2C1C(=O)Nc1nccs1 (stereo not given),i,i,2.8
O=C(O)CC1(C(=O)O)CCCC1,i,i,-3.3
CC(C)(CCc1ccccn1)C(=O)CCCc1ccccn1,i,i,-2.9
Cc1ccc(C(=O)O)cc1S(=O)(=O)Nc1ccccc1C(=O)NC1CC1,i,i,4.2
COCCN(C(=O)c1ccc(N(C)S(=O)(=O)c2ccc(C)cc2)cc1)c1c(N)n(CC(C)C)c(=O)[nH]c1=O,i,i,-0.8
CC12CCCC(CC(=O)O)(C1)NC(=O)C2 (stereo not given),i,i,-6.3
COc1ccccc1NS(=O)(=O)c1ccc(C(=O)NCC(c2ccco2)N2CCCCC2)cc1 (stereo not given),i,i,4.5
O=S(=O)(/N=C(/Nc1nc2ccccc2s1)c1ccccc1)c1ccc(F)cc1,i,i,-9.2
Cc1c(C(=O)NCCCN2CCOCC2)sc2ncnc(N3CCN(c4ccccc4)CC3)c12,i,i,3.5
CCCC1CC(=O)NC1(C(=O)OCC)C(=O)OCC (stereo not given),i,i,-4.2
CC(=O)Nc1ccc(/C(N=Nc2ccccc2)=N/N=C(N)N)cc1,i,i,0.1
COc1cc(-c2cc(C(=O)N3CCCCCC3)c3ccccc3n2)cc(OC)c1OC,i,i,-4.2
O=C(CN1C(=O)C(=O)N(C2CCCC2)C1=O)Nc1ccc([N+](=O)[O-])cc1,i,i,-2.7
CCOc1ccccc1C=NNC(=O)C1CC1,i,i,-4.8
CC1CCC(NS(=O)(=O)c2ccc(Cl)s2)CC1 (stereo not given),i,i,-7.4

# Laid out differently: results already given
# Sequence of screens – KCNK3 block | ANO1 activ | DYRK1A inh
CC12CCCC(CC(=O)O)(C1)NC(=O)C2 (stereo not given)
    i | i | -6.3
COc1ccccc1NS(=O)(=O)c1ccc(C(=O)NCC(c2ccco2)N2CCCCC2)cc1 (stereo not given)
    i | i | 4.5
O=S(=O)(/N=C(/Nc1nc2ccccc2s1)c1ccccc1)c1ccc(F)cc1
    i | i | -9.2

# (continued)
SMILES,KCNK3 block,ANO1 activ,DYRK1A inh
O=C(NCc1ccccn1)C1CCN(S(=O)(=O)c2ccccc2C(F)(F)F)CC1,i,i,-5.6
O=C(O)C1CCC(C(=O)O)O1 (stereo not given),i,i,-3.4
Cn1c(=O)c2[nH]c(CCCc3nc4ccccc4[nH]3)nc2n(C)c1=O,i,i,-3.7
CC(Oc1ccccc1)C(=O)Nc1nc(-c2ccccn2)cs1 (stereo not given),i,i,0.5
Cc1c(NS(=O)(=O)c2cc(C(=O)NCc3cccc(Cl)c3)ccc2Cl)c(=O)n(-c2ccccc2)n1C,i,i,2.2
CC=CC1OCC(CC)C(CCC)O1 (stereo not given),i,i,-3.4
O=C(Nc1ccccc1)c1cc2ccccc2s1,i,i,-3.6
CC(=O)OCC1OC(COC(C)=O)(c2ccc(C)cc2)C(OC(C)=O)C1OC(C)=O (stereo not given),i,i,-5.1
Cc1cnc(C(=O)N(CC(C)C)c2c(N)n(CC(C)C)c(=O)[nH]c2=O)cn1,i,i,3.0
Cc1cc(C)c2c(c1)OC(=O)CC2c1ccc2c(c1)OCO2 (stereo not given),i,i,-2.6
Cc1ccc(C)c(OCC(=O)N(Cc2ccccc2)c2c(N)n(Cc3ccccc3)c(=O)[nH]c2=O)c1,i,i,3.8
Cc1ccc(NC(=O)CSCC(=O)Nc2ccccc2C(=O)NC2CC2)cc1,i,i,-5.1
COc1ccccc1C(CNC(=O)C1CCN(C(=O)Nc2ccccc2)CC1)N1CCCC1 (stereo not given),i,i,1.1
CCN1C[C@@H]2[C@@H]3C(=O)N(C)C(=O)[C@@H]3[C@](C)(C1=O)N2C(=O)c1ccc(Br)cc1,i,i,-0.1
COc1cc(OC)cc(C(=O)NCC(=O)NCCN2C(=O)S/C(=C\c3ccc4c(c3)OCO4)C2=O)c1,i,i,4.0
CCN(C(=O)C(C)Sc1ccc(S(=O)(=O)N2CCN(C)CC2)cn1)c1ccccc1 (stereo not given),i,i,-6.3
Cc1ccc(S(=O)(=O)c2ccsc2NC(=O)c2ccccc2)cc1,i,i,-3.4
O=C(O)c1cccc2c1-c1ccc(Cl)cc1C2=O,i,i,27.5
CCOC(=O)C1=C(O)C(=O)C(C(=O)OCC)C1 (stereo not given),i,i,1.2
Cc1ccc(S(=O)(=O)N2CCN(C(=O)CCOc3ccccc3C)CC2)cc1C,i,i,-1.1
C[C@H](NC(=O)c1ccco1)C(=O)Nc1nc(-c2ccccn2)cs1,i,i,-5.4
O=C1C=CC2(C=C1)O[C@H](Cc1ccccc1)[C@@H](Cc1ccccc1)O2,i,i,1.2
CN(CC(=O)Nc1cccc(F)c1)C(=O)c1ccc(C(=O)c2ccccc2)cc1,i,i,0.2
O=C(NCCc1ccccc1O)c1cc2c(cc1[N+](=O)[O-])OCO2,i,i,-1.2
CCOC(=O)/C(=N/Nc1ccc(Br)cc1)N1CC(C)OC(C)C1 (stereo not given),-8.72*,i,1.4
COc1ccc(CCNC(=O)COc2cccc(-n3cnnn3)c2)cc1,i,i,-0.2
O=C(CCc1nc(-c2ccccc2)no1)NC1CCCCCC1,i,i,-0.2
CCOc1cc(N2CCOCC2)c(OCC)cc1NC(=O)C(NC(=O)c1c(F)cccc1F)C(C)C (stereo not given),i,i,0.8
CCOC(=O)C1=C(C)Nc2ccccc2N/C1=N\S(=O)(=O)c1ccccc1,i,i,-2.7
O=C1c2ccccc2[C@@H]2C[C@H]3O[C@H]3CCN12,i,i,0.1
CCN(CC)c1ccc(S(=O)(=O)N2CCOCC2)cc1NC(=O)C1CC1,i,i,-5.4
COC(=O)[C@H](CO)NS(=O)(=O)c1ccc(C)cc1,i,i,-2.5
CN1C[C@@H]2[C@@H]3C(=O)N(Cc4ccccc4)C(=O)[C@@H]3[C@](Cc3ccccc3)(C1=O)N2C(=O)c1ccccc1,i,i,9.3
COc1ccc(C(=O)OCC(=O)NCC2CCCCC2)c(OC)c1,i,i,20.7
O=C(O)c1cc([N+](=O)[O-])ccc1Oc1ccccc1,i,i,-4.1
CCCn1cnc2c(Sc3c([N+](=O)[O-])ncn3C)nc(N)nc21,i,i,5.4
O=C1CCN(Cc2ccco2)C(=S)N1,i,i,4.6
Fc1ccc(NC(=S)NN=Cc2ccccc2Cl)cc1,i,i,-2.4
OC(CN1CCCCC1)c1ccc(Br)cc1 (stereo not given),i,i,2.4
CNC1(C(N)=O)CCN(Cc2ccccc2)CC1,i,i,-1.0
O=C(CCNC(=O)c1ccc([N+](=O)[O-])cc1)Nc1nc2ccccc2[nH]1,i,i,1.8
COc1ccc(Cl)cc1NC(=O)CN(C)CC(=O)Nc1cccc(S(=O)(=O)N2CCCC2)c1,i,i,-2.7
O=C(CN1CCN(Cc2ccccc2)CC1)NNC(=O)c1ccccc1,i,i,0.8
Cc1ccc(S(=O)(=O)Nc2ccc(-n3cnnn3)cc2)c(C)c1,i,i,-4.7
OC1Cc2ccccc2C1Nc1cccc(C(F)(F)F)c1 (stereo not given),i,i,2.1
Nc1ncnc2c1ncn2C1CCCC(CO)O1 (stereo not given),i,i,4.0
Nc1cc2c3ccccc3ccc2c2ccccc12,i,i,22.7
Cc1cc(=O)n(-c2ccccc2)n1C,i,i,-12.1
CCC1(C)COC(c2ccc(OC)c(OC)c2)OC1 (stereo not given),i,i,2.1
Cc1cccc(NC(=O)CSc2nc3sc(C)cc3c(=O)n2C)c1,i,i,8.7
# (list continues)
SMILES,KCNK3 block,ANO1 activ,DYRK1A inh
c1ccc2c(c1)Nc1cc3ccccc3cc1O2,i,i,-3.2
O=Cc1c(Cl)[nH]c(=O)n1-c1ccccc1,i,i,-2.1
Cc1ccc(NC(=O)Cc2nc(COC(=O)Cc3cccc(C(F)(F)F)c3)cs2)cc1,i,i,-5.0
CCOc1ccc2oc(C(=O)OCC(=O)NCC3CCCO3)c(C)c2c1 (stereo not given),i,i,0.5
Cc1ccc(C(=O)N(CCc2ccccc2)Cc2ccccc2)cc1S(=O)(=O)N1CCOCC1,i,i,-1.0
CC1CN(S(=O)(=O)c2cccc(C(=O)Nc3ccccc3N3CCOCC3)c2)CC(C)O1 (stereo not given),i,i,-5.6
Cc1ccc(C)c(NC(=O)COC(=O)c2cc(=O)c3ccccc3o2)c1,i,i,-1.1
COc1ccc(N=CC2CCCCC2=O)c([N+](=O)[O-])c1 (stereo not given),i,i,-6.8
Cc1ccc(CN(C)C(=O)C2CCN(C(=O)Nc3ccccc3)CC2)o1,i,i,1.9
N[C@@H](Cc1cnc[nH]1)C(=O)Nc1ccc2ccccc2c1,i,i,-5.4
CSc1ncc2[nH]c(C(O)c3ccccc3)nc2n1 (stereo not given),i,i,0.2
Cc1onc(-c2ccccc2)c1C(=O)NNC(=O)c1ccccc1,i,i,-2.1
O=C(NCc1ccco1)c1c[nH]c2ccc(S(=O)(=O)N3CCOCC3)cc2c1=O,i,i,4.1
CCOc1ccccc1N=C1SCC(C)N1C(=O)C1CCN(c2ncnc3sc(C)c(C)c23)CC1 (stereo not given),i,i,14.8
COc1ccccc1NC(=O)c1ccc(S(=O)(=O)N(C)c2ccccc2)cc1,i,i,9.2
CCc1nc(N)nc(N)c1-c1ccc(NCCN)c([N+](=O)[O-])c1,i,i,-1.5
CC1CN(C(=O)[C@@H]2CCCN2S(=O)(=O)c2ccc(Cl)cc2)CC(C)O1 (stereo not given in full),i,i,-0.9
Cn1cnnc1SCc1ccc(C(=O)N/N=C(/CCC(=O)O)c2ccc(C(C)(C)C)cc2)cc1,i,i,-5.0
COc1ccc(C(CCN2CCOCC2)c2c(OC)cc(OC)c3c(-c4ccccc4)cc(=O)oc23)cc1 (stereo not given),i,i,0.1
CCN1C[C@@H]2[C@@H]3C(=O)N(C)C(=O)[C@@H]3[C@](C)(C1=O)N2C(=O)c1ccccc1,i,i,-5.8
Cc1ccc(NC(=S)NNC(=S)Nc2ccc(C)cc2)cc1,i,i,3.7
O=C(C=Cc1cccnc1)c1ccccc1,i,i,-1.6
COc1cccc(/C=C/C(=O)NNC(=O)c2ccccc2)c1OC,i,i,-0.2
O=C(/C=C/c1ccccc1O)c1ccccc1,i,i,-2.5
COc1cc(CN2c3ccccc3C(=O)CS2(=O)=O)cc(OC)c1,i,i,-1.0
Cc1cc(C(=O)CN2C(=O)C(=O)N(C3CCCC3)C2=O)c(C)n1CCc1ccccc1,i,i,-4.1
C=C1C(=O)OC2C1CCC(C)C1C=CC(=O)C12C (stereo not given),i,i,-3.9
CCC(CC)C(=O)Oc1c(C(=O)N(C)C)cccc1-c1ccccc1,i,i,2.9
CSc1ccccc1NC(=O)CN(C)C(=O)C(C)SCc1nc2sc(C)c(C)c2c(=O)[nH]1 (stereo not given),i,i,-4.4
Cn1c(N)c(C(=O)COC(=O)Cc2ccc(Cl)cc2)c(=O)n(C)c1=O,i,i,-2.8

# Complete entries, quoted from the list. Values in the order: KCNK3 block	ANO1 activ	DYRK1A inh
# CSc1ccccc1NC(=O)CN(C)C(=O)C(C)SCc1nc2sc(C)c(C)c2c(=O)[nH]1 (stereo not given) is listed with i	i	-4.4
# C=C1C(=O)OC2C1CCC(C)C1C=CC(=O)C12C (stereo not given) is listed with i	i	-3.9
# O=C(/C=C/c1ccccc1O)c1ccccc1 is listed with i	i	-2.5

# (further entries)
SMILES,KCNK3 block,ANO1 activ,DYRK1A inh
CCOC(=O)N1CC(C)N(C(=S)Nc2ccccc2)CC1C (stereo not given),i,i,5.6
O=C(O)c1ccccc1Cc1ccc2c(c1)CCCC2,i,i,-5.5
CC(C)(C)NC(=O)C[C@H]1C[C@H](C(=O)N2CCOCC2)[C@@]2(CCC3CCCC3)c3[nH]c4ccc(Cl)cc4c3CCN2C1=O,i,i,-0.6
O=CN/C=C/c1cccc(O)c1,i,i,27.2
C=CCN1[C@@H](Cc2ccccc2)COCCS1(=O)=O,i,i,-4.1

# Among those listed so far, 2 have a tert-butyl group.
SMILES,KCNK3 block,ANO1 activ,DYRK1A inh
Cn1cnnc1SCc1ccc(C(=O)N/N=C(/CCC(=O)O)c2ccc(C(C)(C)C)cc2)cc1,i,i,-5.0
CC(C)(C)NC(=O)C[C@H]1C[C@H](C(=O)N2CCOCC2)[C@@]2(CCC3CCCC3)c3[nH]c4ccc(Cl)cc4c3CCN2C1=O,i,i,-0.6
